ASAP1 inh – inhibitors of human ASAP1 ArfGAP activity, primary screen, biochemical, fluorescence polarization | inhibition, % at 16.5 µM | hit rate 0.19% among 360,000 | ASAP1-stimulated ARF1 GTP hydrolysis, GDP FP detection | Arf-GAP with SH3 domain, ANK repeat and PH domain-containing protein 1 (Homo sapiens), …; in the data active = inhibition above about 25%;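 also: 0% = vehicle with enzyme and substrate and 100% = no enzyme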
Target sequence (Q9ULH1 325-724 limits assumed): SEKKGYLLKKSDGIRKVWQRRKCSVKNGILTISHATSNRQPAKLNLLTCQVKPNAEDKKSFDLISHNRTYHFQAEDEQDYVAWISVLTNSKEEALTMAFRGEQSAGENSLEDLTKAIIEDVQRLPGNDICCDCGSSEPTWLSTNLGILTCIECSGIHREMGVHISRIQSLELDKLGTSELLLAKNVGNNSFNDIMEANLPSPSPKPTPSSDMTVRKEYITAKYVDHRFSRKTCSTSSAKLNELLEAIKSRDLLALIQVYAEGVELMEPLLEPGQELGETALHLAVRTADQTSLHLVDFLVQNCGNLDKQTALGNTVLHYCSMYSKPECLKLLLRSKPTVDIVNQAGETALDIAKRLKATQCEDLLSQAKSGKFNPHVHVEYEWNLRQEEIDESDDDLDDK
mABHD4 FP – ABHD4 inhibitors, primary screen, biochemical, fluorescence polarization, mouse; hit rate 0.54% among 370,000; AID 720543, 2013; purified mABHD4, FP-Rh probe fluorescence polarization; inhibition, % at 8.92 µM; (Lyso)-N-acylphosphatidylethanolamine lipase (Mus musculus), Q8VD66;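 active = inhibition exceeding the mean over every tested compound plus 3 SD, cut at about 30% in these data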;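 also: 0% = plate median of compound wells and 100% = S159A mutant with DMSO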
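Assay system: Wild-type mouse ABHD4 protein | Medium: HEPES pH 7.0 buffer, 150 mM NaCl, 0.01% Pluronic F-127 | Incubation: Enzyme–compound pre-incubation 45 min, then probe 60 min, both 25 °C | Technique: Fluorescence polarization with parallel and perpendicular emission, 525/598 nm | Evaluation: % inhibition of FP-Rh probe binding versus controls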
PG9 Ab binder – binders of HIV-1 gp120 antibody PG9, primary screen, biochemical, TR-FRET; HIV-1 gp120 / PG9 antibody interaction; TR-FRET gp120-PG9 antibody binding; inhibition, % at 6.7 µM; hit rate 0.43% among 360,000; in the data active = inhibition above about 8.5%
rCAG RNA binder – binders of r(CAG) RNA repeats, primary screen, biochemical, fluorescence. hit rate 1.3% among 370,000. r(CAG) RNA repeat, TO-PRO-1 dye displacement fluorescence. AID 651821, 2012. inhibition, % at 3 µM;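 active = inhibition above the plate cutoff, the mean of all test compounds on that plate plus 3 SD, cut at about 35% in these data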;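 also: 0% = DMSO alone and 100% = 100 µM mitoxantrone as full dye displacement; higher means more dye released from RNA so lower well fluorescence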
GC-B act – human GC-B receptor activators, primary screen, HEK293 GC-B cells, cGMP TR-FRET, EC30 CNP; AID 1920062, 2024; Atrial natriuretic peptide receptor 2 (Homo sapiens), P20594; activation, % at 10 µM; 0% at EC30 CNP, 100% saturating CNP; hit rate 0.11% among 370,000;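 active = activation at 10 µM reaching about 35% in either raw or pattern-adjusted values, limit read from the data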
ARFGAP1 inh – inhibitors of rat ARFGAP1 GAP activity, primary screen, biochemical, fluorescence polarization, GDP tracer. ADP-ribosylation factor GTPase-activating protein 1 (Rattus norvegicus), Q62848. Arfgap1-stimulated ARF1 GTP hydrolysis, GDP FP detection. inhibition, % at 16.5 µM. hit rate 0.26% among 360,000;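 active = inhibition above a per-plate limit, mean inhibition of low control wells plus 3 SD, cut at about 25% in these data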;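 also: 0% = DMSO wells with enzyme and 100% = wells lacking Arfgap1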
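Material: truncated rat Arfgap1 GAP domain; Incubation: compound-enzyme preincubation 20 min, reaction 120 min, detection 60 min, 25 °C; Read-out: percent inhibition of Arfgap1-stimulated GTP hydrolysis; Technique: FP, GDP Alexa 633 tracer displaced from anti-GDP antibody, 620/688 nm; Controls: No-Arfgap1 wells (100%) versus DMSO full-reaction wells (0%); Replication: single well per compound.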
SMARCA2 act – SMARCA2 (BRM) function activators, primary screen, cell-based, luminescence, high throughput; activation, % at 9.1 µM; hit rate 1% among 370,000; AID 652017, 2013; MG213 cells, MMTV-luciferase reporter, dexamethasone, overnight; in the data active = activation above about 7.8%;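 also: 0% = vehicle wells and 100% = reference activator wells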
NPR1 activator – GC-A stimulated cGMP production enhancers – HEK293 GC-A cells, cGMP TR-FRET, EC30 ANP, primary screen; Atrial natriuretic peptide receptor 1 (Homo sapiens), P16066; 0% at EC30 ANP, 100% saturating ANP; activation, % at 10 µM; hit rate 0.14% among 370,000; AID 1671463, 2021; in the data active = activation above about 40%
HTRA1 inh – HTRA1 serine protease inhibitors, primary screen, biochemical, fluorescence polarization, HTS | recombinant HTRA1, FP-rhodamine activity-based probe | Q92743 | inhibition, % at 5.96 µM | hit rate 0.5% among 340,000; in the data active = inhibition above about 36%;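 also: 0% = enzyme with DMSO and 100% = wells lacking enzyme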
Rev-erbA mod – modulators of Rev-erb alpha DNA binding, primary screen, biochemical, FITC-DNA, fluorescence polarization, uHTS; Nuclear receptor subfamily 1 group D member 1 (Homo sapiens), P20393; Rev-erbα–FITC-DNA binding, 90 min; activity, % at 10 µM; hit rate 0.79% among 370,000;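 active = activity above about 14%, limit read from the data; passing the limit was not always enough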;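 also: 0% = DMSO wells with 35 nM protein and 100% = DMSO wells with 750 nM protein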
Target sequence (P20393 whole entry, looked up): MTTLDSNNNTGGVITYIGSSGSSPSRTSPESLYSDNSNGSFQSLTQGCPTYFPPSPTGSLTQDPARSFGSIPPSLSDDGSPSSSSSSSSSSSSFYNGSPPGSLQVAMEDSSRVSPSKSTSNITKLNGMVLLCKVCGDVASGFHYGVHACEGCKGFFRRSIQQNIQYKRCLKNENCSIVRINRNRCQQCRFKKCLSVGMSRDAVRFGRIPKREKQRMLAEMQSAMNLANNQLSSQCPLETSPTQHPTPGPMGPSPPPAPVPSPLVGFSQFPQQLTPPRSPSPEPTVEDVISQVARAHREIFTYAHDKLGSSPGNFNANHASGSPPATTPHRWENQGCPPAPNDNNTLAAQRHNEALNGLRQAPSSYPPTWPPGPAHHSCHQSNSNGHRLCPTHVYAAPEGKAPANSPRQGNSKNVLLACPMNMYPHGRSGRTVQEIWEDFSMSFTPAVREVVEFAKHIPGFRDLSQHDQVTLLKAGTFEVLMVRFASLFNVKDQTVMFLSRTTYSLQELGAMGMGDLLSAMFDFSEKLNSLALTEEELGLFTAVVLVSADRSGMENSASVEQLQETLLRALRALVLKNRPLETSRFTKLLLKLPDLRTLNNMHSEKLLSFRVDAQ
Active calls of the source: *; . = no result given.

SMILES	ASAP1 inh	mABHD4 FP	PG9 Ab binder	rCAG RNA binder	GC-B act	ARFGAP1 inh	SMARCA2 act	NPR1 activator	HTRA1 inh	Rev-erbA mod
O=C(COc1ccc(Cl)cc1Cl)Nc1ccc(CN2CCOCC2)cc1	-2	5	0.2	-3	2	-8	-3	13	-6	-4
CCNC(=O)COc1ccc(Br)cc1Cl	5	-1	0.6	-3	-3	-4	2	3	2	0
O=C(CCC(=O)NCCO)NCCO	-2	-1	0.3	-3	5	12	-1	3	3	-3
Cc1cc(C)n(-c2nnc(NCc3ccc(Cl)cc3)nn2)n1	-3	6	-1.1	-4	-1	-9	0	0	0	0
Cc1cc(NC(=O)CCCC(=O)NCc2ccccc2)no1	6	0	1.2	1	1	-7	1	-3	0	2
O=C(CSc1nnc(-c2cccs2)o1)NCC1CN(Cc2ccccc2)CCO1 (configuration not stated)	-5	3	0.1	-3	2	7	-4	-6	2	2
CC1=C(CCN2CCN(C(C)C)C(CCO)C2)C(C)(C)CCC1 (configuration not stated)	-14	3	-0.4	-6	-1	12	-1	-7	4	1
CCNC(=O)C(=O)NCCc1ccc(Cl)cc1	4	4	0.7	-1	2	2	5	9	6	-2
CC(=O)c1cccc(NC(=O)N2C3CCCC2CC(NC(=O)C2CC2)C3)c1 (configuration not stated)	14	5	-2.0	-2	-4	3	-2	5	0	0
COCCn1c(Cc2ccccc2)nnc1SCC(=O)N1CCOCC1	-5	5	-1.1	0	-2	-5	-2	7	7	1
Cc1cccc2nc(COc3ccc4ccccc4c3Br)cn12	21	-14	0.2	5	1	8	2	-5	-32	3
O=C(CCCn1c(=O)oc2ccccc21)Nc1ccccc1	6	2	0.4	-5	2	14	0	0	3	0
O=C(Nc1ccccc1N1CCOCC1)c1cc(-c2ccncc2)nc2ccccc12	2	7	0.5	2	-5	-1	-2	-8	10	-1
COc1ccc(-c2cc(=O)[nH]c(N3CCN(Cc4ccccc4)CC3)n2)cc1	10	1	1.2	4	-8	11	-3	5	-4	-6
COc1ccc(S(=O)(=O)n2cnc3cc(C)c(C)cc32)cc1C	1	3	0.4	-2	.	-4	-3	.	-1	.
CCC(C)[C@H](NC(=O)Nc1ccc(S(N)(=O)=O)cc1)C(=O)OC (some centres not stated)	-3	1	-1.4	1	-2	1	-3	1	2	1
CC1CCN(CC(=O)NCc2ccco2)CC1	-4	-6	0.0	2	2	0	-1	2	1	-2
CC(=O)c1ccc(NC(=O)CSc2nnc(C3CC3)n2C)cc1	-6	1	-2.4	2	0	1	1	-12	7	-2
CC(=O)c1ccc(S(=O)(=O)N2CCC(NC(=O)Nc3cccc(F)c3)CC2)cc1	-3	2	1.3	2	9	13	-2	-3	-4	4
CCCCCn1c(=NC(C)=O)c(C#N)cc2c(=O)n3ccccc3nc21	-3	1	-0.1	7	-3	-1	2	5	7	-18
CC1CC1C(=O)Nc1nc2ccc(Cl)cc2s1 (configuration not stated)	18	2	-0.7	2	-6	-4	-2	27	-16	-5
Cc1cc(NC(=O)c2coc(=O)c(Br)c2)ccc1C(C)C	-4	5	-1.5	5	-4	7	7	3	.	-2
C=CCn1c(-c2ccccc2)nc(=S)c2c1CC(C)(C)OC2	5	4	0.4	-5	-2	8	-5	-1	3	-5
O=C(N/N=C1/C(=O)c2cccc3cccc1c23)c1ccc(Cl)cc1	5	10	-0.1	8	5	10	-3	5	2	-31
COc1ccc(-c2ccnc3nc(Sc4ncc(C(F)(F)F)cc4Cl)nn23)cc1	3	-4	-1.1	4	-5	4	0	0	-28	8
CC(=O)c1c(N2CCN(c3cccc(Cl)c3)CC2)nc(=S)n(-c2ccccc2)c1C	19	6	-3.3	-12	-2	5	1	2	-1	3
COc1ccc(CC(=O)OCC(=O)Nc2ccc(C(=O)Nc3ccc(OC)cc3)cc2)cc1	-4	4	0.5	5	1	5	-1	2	0	-4
COc1ccccc1NC(=O)Cc1noc(CSc2nnc(C)n2C)n1	-5	1	-0.8	5	4	11	0	3	3	2
CCOC(=O)c1c(N)sc2c1CCC1C(=O)N(C3CCCCC3)C(=O)C21 (configuration not stated)	-6	19	0.6	16	0	0	1	-2	-3	-4
O=C(NCCOc1ccccc1)c1cc(C(=O)NCCOc2ccccc2)cc([N+](=O)[O-])c1	1	-11	0.7	3	1	10	1	-6	-25	4

Arranged by value in NPR1 activator (highest first): some entries from above.
Structure | ASAP1 inh | mABHD4 FP | PG9 Ab binder | GC-B act | ARFGAP1 inh | SMARCA2 act | NPR1 activator | HTRA1 inh | Rev-erbA mod
COc1ccccc1NC(=O)Cc1noc(CSc2nnc(C)n2C)n1 | -5 | 1 | -0.8 | 4 | 11 | 0 | 3 | 3 | 2
CC(=O)c1c(N2CCN(c3cccc(Cl)c3)CC2)nc(=S)n(-c2ccccc2)c1C | 19 | 6 | -3.3 | -2 | 5 | 1 | 2 | -1 | 3
C=CCn1c(-c2ccccc2)nc(=S)c2c1CC(C)(C)OC2 | 5 | 4 | 0.4 | -2 | 8 | -5 | -1 | 3 | -5

The results go on:
SMILES	ASAP1 inh	mABHD4 FP	PG9 Ab binder	rCAG RNA binder	GC-B act	ARFGAP1 inh	SMARCA2 act	NPR1 activator	HTRA1 inh	Rev-erbA mod
CCOC(=O)c1c2ccccc2[n+]([O-])n1CCO	-4	4	-2.1	-1	4	1	0	0	-3	3
O=C1CN(C(=O)COC(=O)c2ccc(Cl)c(S(=O)(=O)N3CCCCC3)c2)c2ccccc2N1	-10	4	-0.2	6	0	0	0	2	-10	10
CCCCNc1nnc(SCC(=O)c2c[nH]c3ccccc23)s1	4	-14	0.2	9	0	11	-3	-4	-31	-5
CC1(C)OC(=O)NC1c1ccccc1 (configuration not stated)	-6	1	-0.4	2	-2	-5	-6	2	4	5
O=C(NCCCN1CCCC1=O)c1cc2ccccc2o1	0	4	0.2	4	0	16	-1	-2	6	1
COc1ccc(NC(=O)COC(=O)C23CC4CC(CC(O)(C4)C2)C3)cc1Cl	0	3	2.5	4	-1	-3	6	0	-1	-5
CC(=O)N1CCCN(S(=O)(=O)c2ccc3c(c2)c(=O)n(C)c(=O)n3C)CC1	.	2	.	3	-1	.	-3	0	.	9
O=C1COc2c1ccc(O)c2O	-9	12	-2.0	4	0	-4	0	3	2	-13
Cc1nnc(NC(=O)CCS(=O)(=O)c2ccccc2)s1	10	0	-1.1	0	7	-3	-3	-2	6	1
N#Cc1ccc(OCc2c(-c3ccccc3)nnn2CC(=O)O)cc1	-12	-1	0.8	3	-1	2	-6	5	.	-3
CCN1C(=O)CC(C(=O)OC)=C1C	-9	4	-0.5	1	0	3	-3	4	8	3
Cc1c(NS(=O)(=O)c2cc(C(=O)NCc3cccnc3)ccc2Cl)c(=O)n(-c2ccccc2)n1C	-2	4	0.0	4	1	6	-3	2	-2	-6
CC(C)Cn1c(N)c(C(=O)COC(=O)C2CCCN2C(=O)c2cccs2)c(=O)n(C)c1=O (configuration not stated)	7	-1	-0.1	1	5	-3	-2	-4	-6	-4
O=C(Nc1ccc(F)cc1)c1nc[nH]c1C(=O)O	2	5	-2.6	-1	-1	-10	0	0	11	-6
CCN(CC)C(=O)[C@H]1C[C@H](CC(=O)NCCc2ccccn2)C(=O)N2CCc3c([nH]c4cc(-c5ccco5)ccc34)[C@]12C	9	1	-1.6	8	0	9	1	-1	6	-2
Cc1ccc(N(C(=O)NC2CCCCC2)C2=NCCCCC2)cc1	-9	3	0.7	-1	1	5	2	-2	5	-5
Cc1cc(NC2CCCC2)n2nc(C)c(-c3ccccc3)c2n1	1	-1	-0.5	-4	-4	4	5	-4	-2	-1
COc1ccccc1C(=O)NCC(=O)N=Nc1c(O)n(C(C)C)c2ccccc12	5	0	-3.6	0	4	10	0	-6	-14	2
CCNC(=S)Nc1cc(-c2ccc(Cl)cc2)[nH]n1	0	-10	-0.6	0	2	16	-1	0	-16	0
COc1ccc2c(c1)c(CC(=O)Nc1nnc(C3CC3)s1)c(C)n2C(=O)c1ccc(Cl)cc1	-1	0	-0.3	8	13	-9	-4	-1	0	5
COc1ccc(NC(=O)NNS(=O)(=O)c2ccc(OC)c(OC)c2)c(OC)c1	5	2	-0.7	-5	-4	-9	-2	0	6	0
OC[C@H]1O[C@@H](c2nc(-c3ccccc3Br)no2)[C@H](O)[C@@H]1O	2	-3	-0.1	1	0	0	-7	2	.	-4
Cc1ccc(S(=O)(=O)N(Cc2ccc(Cl)cc2)c2ccccc2C(=O)NCc2ccco2)cc1	10	-8	-0.5	7	-8	-5	-2	-11	-59	3
Cn1c(SCC(=O)N2CCc3ccccc3C2)nnc1-c1ccncc1	2	-8	0.9	-2	0	9	-2	-2	4	-1
COc1ccccc1NC(=O)NCCCCc1ccccc1	-3	-2	0.2	-5	7	-1	3	2	-19	4
O=C(c1ccc(Br)cc1)c1cc(-c2ccccn2)c(N2CCOCC2)s1	-7	-3	4.9	2	2	4	-1	8	-8	5
CCOC(=O)C1=C(c2ccccc2)O/C(=C(\C(=O)OC)C(F)(F)F)S1	5	1	-2.7	-1	-1	13	-4	-3	1	25*
CC(C)(C)OC(=O)NCCc1nnc(SCC(=O)Nc2cccc(Cl)c2)o1	12	2	-2.2	2	3	-1	2	-5	-8	4
COC(=O)c1c(C)n(-c2ccccc2)c2ccc(O)cc12	-5	8	-0.9	6	-7	8	-4	7	-14	1
CC1=NN(c2ccccc2)C(=O)C1C=Nc1ccccc1O (configuration not stated)	.	.	.	.	-9	.	.	-2	7	2
O=C(NCCN1CCCCC1)/C(=C/c1ccco1)NC(=O)c1ccccc1	23	-2	-1.4	2	3	-3	1	1	6	-6
COCCn1c(SCC(=O)NCC(c2ccccc2)N(C)C)nc2sc3c(c2c1=O)CCC3 (configuration not stated)	-9	2	-1.1	4	-6	0	-1	-1	1	-2
CCc1ccc(C(C(=O)NC(C)(C)CC)N(Cc2ccco2)C(=O)Cn2nnc3ccccc32)cc1 (configuration not stated)	-12	-18	-1.4	-3	-14	-4	2	-16	-7	-4
Cc1nn(-c2nc3ccccc3[nH]2)c(=O)c2ccccc12	3	5	1.6	1	0	4	-9	2	3	-2
COc1ccc(OC)c(N(CC(=O)NCCSCc2ccc(C)cc2)S(C)(=O)=O)c1	-3	-3	0.4	-10	2	-12	-3	2	5	-1
OCCNCc1cc(Br)ccc1OCc1ccc(Cl)cc1	0	2	-1.1	1	-16	2	-3	-29	-3	-2
COc1cc2cc(C(=O)N3CCC(Cc4ccccc4)CC3)[nH]c2cc1OC	-9	0	2.5	-1	-2	-3	-3	2	1	20
